High-throughput results from PubChem.
5HT1E antag = 5-HT1E receptor antagonists, primary screen, cell-based, HTS; inhibition, % at 6 µM; hit rate 0.99% among 65,000; CHO 5-HT1E Ga15 NFAT-bla reporter, FRET, antagonist; AID 571, 2007;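 active = inhibition above a set limit, the mean inhibition across every tested compound plus 3 SD, cut at about 29% in these data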;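 also: signal is the 460 over 535 nm emission ratio of beta-lactamase substrate; 0% = agonist plus DMSO wells and 100% = wells without agonist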
S1P1 ag pot = S1P1 agonists and agonism potentiators, primary screen, cell-based, primary and confirmation screens, CRE-bla reporter. Sphingosine 1-phosphate receptor 1 (Homo sapiens), P21453. S1P1 CRE-bla cells, forskolin, beta-lactamase FRET, potentiator mode; S1P1 agonist co-added at EC20, 2 nM; 100% = saturating reference agonist, 0% = basal. activation, % at 9.5 µM. hit rate 0.57% among 56,000. AID 449, 2006;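 active = activation above a cutoff set at the mean activation of all tested compounds plus 3 SD, cut at about 54% in these data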;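 also: forskolin at 4 µM as EC80 and the EC20 agonist is SEW2871; 100% = SEW2871 at its EC100 plus forskolin at EC80; some compounds past the cut are filed as inactive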
Target sequence (P21453 whole entry, looked up): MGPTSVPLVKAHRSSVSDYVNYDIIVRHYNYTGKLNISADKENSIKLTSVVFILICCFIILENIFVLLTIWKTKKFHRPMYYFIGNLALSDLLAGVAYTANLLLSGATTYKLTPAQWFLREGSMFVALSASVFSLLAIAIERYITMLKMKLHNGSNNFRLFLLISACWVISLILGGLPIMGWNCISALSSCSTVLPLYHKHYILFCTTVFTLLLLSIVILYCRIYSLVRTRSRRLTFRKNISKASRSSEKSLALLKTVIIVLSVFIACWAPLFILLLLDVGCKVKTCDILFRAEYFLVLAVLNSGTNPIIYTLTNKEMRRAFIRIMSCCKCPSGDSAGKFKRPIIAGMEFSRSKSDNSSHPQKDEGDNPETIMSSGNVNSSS
5HT1a antag = human 5-HT1a receptor antagonists, primary screen, cell-based, CHO, Ga15 NFAT-bla reporter; CHO 5-HT1a Ga15 NFAT-bla reporter, antagonist mode; inhibition, % at 10 µM; hit rate 0.68% among 62,000; AID 612, 2007;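 active = inhibition above the mean of all tested compounds plus 3 SD, cut at about 43% in these data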;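 also: receptor stimulated by 5-CT agonist at 100 nM near EC80; beta-lactamase reporter measured by ratiometric fluorescence of a cleavable substrate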
S1P3 ag = human S1P3 receptor agonists, primary screen, cell-based, primary and confirmation, NFAT-BLA reporter; Sphingosine 1-phosphate receptor 3 (Homo sapiens), Q99500; S1P3 NFAT-BLA reporter cells, agonism, FRET ratio; relative to 1 µM S1P, basal subtracted; activation, % at 4.5 µM; hit rate 0.1% among 60,000; AID 373, 2006;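 active = activation above the screen-wide mean plus 3 SD, cut at about 4.5% in these data, passing the limit was not always enough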; also: some compounds called inactive have numbers as strong as hits
Target sequence (Q99500 whole entry, looked up): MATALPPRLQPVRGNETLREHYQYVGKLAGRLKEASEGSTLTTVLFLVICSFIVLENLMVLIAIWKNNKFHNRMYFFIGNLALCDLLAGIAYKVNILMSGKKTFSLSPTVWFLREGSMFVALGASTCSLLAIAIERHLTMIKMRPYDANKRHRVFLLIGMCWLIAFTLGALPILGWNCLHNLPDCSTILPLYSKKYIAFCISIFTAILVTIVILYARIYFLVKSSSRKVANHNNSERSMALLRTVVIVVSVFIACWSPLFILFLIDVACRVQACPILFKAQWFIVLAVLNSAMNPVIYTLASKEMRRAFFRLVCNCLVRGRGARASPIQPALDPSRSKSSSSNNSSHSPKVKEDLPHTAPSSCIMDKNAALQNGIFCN
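material = human S1P3 NFAT-BLA reporter CHO cells | schedule = 4 h compound at 37 °C, 2 h substrate at RT | measured by = fluorescent BLA substrate, ex 405 nm, em 460/535 nm ratio | controls = 1 µM S1P reference | replication = primary once, confirmation triplicate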
M1 antagonist = antagonists of rat M1 muscarinic receptor; AID 628, 2007; Muscarinic acetylcholine receptor M1 (Rattus norvegicus), P08482; hit rate 3.4% among 64,000; CHO-M1 cells, Fluo-4 calcium, ACh EC80 antagonist mode; hits give low values; B-score at 10 µM;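 active = calcium fluorescence response, raw or row-and-column corrected B-score, differing from the plate sample mean either way at a set confidence level, mostly lower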
HTR1A agonist = human 5-HT1a receptor agonists, primary screen, cell-based, CHO, Ga15 NFAT-bla reporter | hit rate 0.56% among 65,000 | CHO 5-HT1a Ga15 NFAT-bla reporter, FRET ratio; 0% basal, 100% maximal reference agonist | 5-hydroxytryptamine receptor 1A (Homo sapiens), P08908 | activation, % at 10 µM;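 active = activation above the screen-wide mean activation plus 3 SD, cut at about 19% in these data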;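 also: 0% = DMSO wells and 100% = 5-CT at EC100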
5HT1E ag = 5-HT1E receptor agonists, primary screen, cell-based, HTS; AID 574, 2007; activation, % at 6 µM; 5-hydroxytryptamine receptor 1E (Homo sapiens), P28566; CHO 5-HT1E Ga15 NFAT-bla reporter, FRET; 0% DMSO wells, 100% control agonist wells; hit rate 0.69% among 65,000;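 active = activation above a set limit, the screen-wide mean activation plus 3 SD, cut at about 8.5% in these data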;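 also: 100% = positive control agonist at 1 µM giving full maximal response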
Jurkat tox 60K = cytotoxicity toward Jurkat T cells, primary screen, cytotoxicity control, cell-based, Jurkat E6.1, 60K MLSMR library; Jurkat E6.1 viability, ATP luminescence, 48 h; inhibition, % at 4 µM; hit rate 1.2% among 56,000;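 active = inhibition above the mean inhibition of all tested compounds plus 3 SD, cut at about 28% in these data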
M1 ag = M1 muscarinic receptor agonists, primary screen, CHO-M1 cells, Fluo-4 calcium, agonist mode. Muscarinic acetylcholine receptor M1. Fluo-4 calcium fluorescence; hits give high values. hit rate 3% among 64,000. B-score at 10 µM;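 active = fluorescence rise, raw or as B-score row- and column-corrected plate score, outside the 99.7% band of its plate's samples, either direction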
* = called active by the depositor; . = not tested or not shown.

Results follow in this order: 5HT1E antag, S1P1 ag pot, 5HT1a antag, S1P3 ag, M1 antagonist, HTR1A agonist, 5HT1E ag, Jurkat tox 60K, M1 ag
(1) COc1cc(-c2nnc(SCC(=O)c3ccc(C)cc3)o2)cc(OC)c1OC
    11, -6, 14, -0.8, 1.4, -1.2, 1.1, 10, 1
(2) COc1ccc(C2CC(=O)N3CN(Cc4ccco4)CSC3=C2C#N)cc1 (configuration not stated)
    0, -8, 0, 0.4, -0.41, -2.9, 1.6, -2, -0.46
(3) Cc1noc(C)c1CSc1nnc2ccc3ccccc3n12
    0, -15, -16, -0.1, 0.1, 0.8, 0.3, -7, 0.94
(4) Cc1ccc(C)c(Cn2nnc3c(=O)[nH]c(C4CCN(C(=O)c5cccs5)CC4)nc32)c1
    -5, ., -9, ., -0.39, 1.3, 0.5, ., 2.4
(5) CNC(=O)c1cc2c(=O)n3cc(C)ccc3nc2n(Cc2ccco2)c1=N
    -7, -16, 2, -0.9, -0.16, -0.8, -0.1, 0, -1.9
(6) CC(C)c1nc2oc3c(NCc4ccccn4)ncnc3c2c2c1COC(C)(C)C2
    17, -53, -11, 0.7, 0.42, -2.9, 0.5, 1, 4.6*
(7) CC(=O)Nc1cccc(C(=O)Nc2ccccc2C(=O)O)c1
    -5, ., 4, -0.9, -0.3, 0.0, 1.5, -4, 0
(8) CN(C)C(CNC(=O)c1cccc(S(=O)(=O)N2CC3(C)CC2CC(C)(C)C3)c1)c1ccco1 (configuration not stated)
    -2, 1, -6, -0.9, -3.3*, -2.3, 0.8, 8, 0.05
(9) Cc1ccc(C(C)C)c(OCCCN2CC(C)OC(C)C2)c1 (configuration not stated)
    3, -15, -2, -0.3, -0.87, -0.6, 0.2, 1, 0.85
(10) Cc1ccccc1CS(=O)(=O)CCC(=O)NCCN1CCN(c2cccc(Cl)c2)CC1
    -3, 13, 1, -0.8, -0.31, -0.1, 0.9, 1, 0.15
(11) Cc1nnc(Sc2nc3c(c(=O)[nH]c(=O)n3C)n2Cc2ccccc2Cl)s1
    -6, -4, -19, -0.7, 0.67, 0.4, 0.5, 3, -0.038
(12) Cc1ccc(S(=O)(=O)N(C)CC(=O)N2CCCc3ccccc32)cc1
    10, -7, 12, -0.2, 0.48, -1.6, -0.5, 5, -0.62
(13) CC1Cn2c(CCc3ccccc3)nnc2S1 (configuration not stated)
    1, -25, 6, -1.0, 0.53, 1.8, -0.6, 1, 0.47
(14) O=C(N1CCOCC1)N1CCN(S(=O)(=O)c2ccccc2)C1
    -11, 19, 3, -1.1, -0.47, -1.6, -1.0, 3, 1.7
(15) CN(C)C(=O)CN(c1ccc(F)c(Cl)c1)S(C)(=O)=O
    4, -2, 8, 0.9, 0.89, -2.5, -0.3, 3, 0.12
(16) Cc1cccc(-n2c(Cc3cc(=O)[nH]c(=O)[nH]3)nnc2SCC(=O)NCC2CCCO2)c1 (configuration not stated)
    12, -6, 5, -0.6, 0.67, 1.1, -2.6, -2, -0.31
(17) Cn1nnc2cc(NC(=O)NCc3ccc4c(c3)OCO4)ccc21
    -4, ., 2, 0.3, -0.72, -0.4, 0.3, -7, -0.6
(18) Cn1c(=O)c2c(ncn2CCN(CCO)Cc2ccccc2)n(C)c1=O
    -9, -12, 0, 1.1, -0.54, -3.4, 0.2, 1, 1.4
(19) O=C(NCCCCCNC(=O)c1cccnc1)c1cccnc1
    -14, ., -14, ., -0.31, -2.5, 1.5, ., 0.16
(20) OC1(c2cccc(C(F)(F)F)c2)CCNCC1
    -3, 10, -1, -1.7, -0.12, -2.4, 0.0, -3, -0.005

Exported bar-delimited: part of the list above
entry | canonical_smiles | 5HT1E antag | S1P1 ag pot | 5HT1a antag | S1P3 ag | M1 antagonist | HTR1A agonist | 5HT1E ag | Jurkat tox 60K | M1 ag
15 | CN(C)C(=O)CN(c1ccc(F)c(Cl)c1)S(C)(=O)=O | 4 | -2 | 8 | 0.9 | 0.89 | -2.5 | -0.3 | 3 | 0.12
16 | Cc1cccc(-n2c(Cc3cc(=O)[nH]c(=O)[nH]3)nnc2SCC(=O)NCC2CCCO2)c1 (configuration not stated) | 12 | -6 | 5 | -0.6 | 0.67 | 1.1 | -2.6 | -2 | -0.31
17 | Cn1nnc2cc(NC(=O)NCc3ccc4c(c3)OCO4)ccc21 | -4 | . | 2 | 0.3 | -0.72 | -0.4 | 0.3 | -7 | -0.6
18 | Cn1c(=O)c2c(ncn2CCN(CCO)Cc2ccccc2)n(C)c1=O | -9 | -12 | 0 | 1.1 | -0.54 | -3.4 | 0.2 | 1 | 1.4

Next part.
Results follow in this order: 5HT1E antag, S1P1 ag pot, 5HT1a antag, S1P3 ag, M1 antagonist, HTR1A agonist, 5HT1E ag, Jurkat tox 60K, M1 ag
(21) COc1ccc(CC2NCCC3(O)CCCCC23)cc1 (configuration not stated)
    5, 9, 2, -0.2, -0.13, -5.8, 0.0, 0, -0.088
(22) CCOC(=O)C1CCN(C(=O)CSC2=NCCS2)CC1
    -6, 10, 11, -1.5, -0.61, -2.2, 0.4, 1, -0.78
(23) COc1ccc(C2CC(=O)c3cnc(N4CCN(Cc5ccccc5)CC4)nc3C2)cc1 (configuration not stated)
    -10, 5, 3, -0.4, -0.1, 2.5, 0.6, -1, -0.41
(24) O=S(=O)(c1ccc2c(c1)OCCO2)N1CCC(c2nc3ccccc3[nH]2)CC1
    5, 0, 6, -0.1, 0.41, 0.6, 0.3, -1, -0.021
(25) COc1cc(NS(=O)(=O)c2cc(C)ccc2OC)c(OC)cc1Cl
    -4, ., 15, -0.9, -0.88, -2.5, -0.3, 0, 1.2
(26) COc1ccccc1N1CCN(CC(=O)Nc2ccc(CN3CCCCC3)cc2)CC1
    -13, -7, -4, 1.1, -1.8, 2.6, 0.7, -12, 1.2
(27) COc1ccc2[nH]c3c(=O)n(Cc4ccco4)cnc3c2c1
    9, -48, 6, -0.1, -0.00019, -1.8, 0.4, 2, 0.3
(28) CCn1c(SCC(=O)NCc2cccs2)nnc1-c1ccncc1
    -12, -17, -7, -0.3, 0.038, -2.5, -0.1, -2, 0.7
(29) CCOC(=O)CS(=O)(=O)c1nc(-c2ccc(F)cc2)cc(C(F)(F)F)n1
    82*, -34, 102*, -2.2, 0.051, -10.0, 3.3, 34*, 4.4*
(30) O=C(CCN1C(=O)c2ccccc2C1=O)NCCC1=CCCCC1
    -9, -12, -9, 1.4, 0.3, -2.9, -0.3, -5, 0.13
(31) COc1ccc(OC)c(-c2cc(C(=O)Nc3cccc(Cl)c3)no2)c1
    -6, -15, -2, 0.0, -0.7, -4.4, 0.4, -2, 0.54
(32) Cc1ccc(-n2nnc3c(=O)n(CC(=O)OCc4ccccc4)cnc32)cc1
    0, -1, -3, -0.8, -0.46, -2.4, -0.2, 0, 0.056
(33) CCCCOP(=O)(c1ccc(N(C)C)cc1)C(O)c1ccncc1 (configuration not stated)
    -4, -14, -4, -0.4, -1.3, -0.9, -0.2, 4, 0.57
(34) O=C(CCCn1c(=O)[nH]c2ccsc2c1=O)NCc1cccs1
    -9, ., 6, ., 0.23, -1.0, -0.5, ., 0.18
(35) CCN(CC)CCNc1nc2c(c(=O)[nH]c(=O)n2C)n1CC(O)COc1ccc(Cl)cc1Cl (configuration not stated)
    -17, -8, -7, 0.2, -0.63, -0.3, -1.2, 2, 1.6
(36) COc1ccc(C(F)(F)F)cc1NC(=O)c1nc2nc(C)cc(C(F)F)n2n1
    -4, -11, -7, 0.3, 0.0012, -2.2, -0.4, -11, -0.015
(37) CN(C(=O)C1CCOC1)c1nnc(C2CCOC2)s1 (configuration not stated)
    8, 2, 7, -0.5, 0.33, -2.0, 0.1, -9, 0.035
(38) O=C(CSc1oc(-c2ccccc2)nc1S(=O)(=O)c1ccc(F)cc1)NCC1CCCO1 (configuration not stated)
    -9, ., -5, ., 1.4, -1.2, 0.0, ., 0.55
(39) Cc1ccccc1NC(=O)CNc1ccccc1N1CCCCC1
    6, 18, 23, -0.1, -0.37, 0.7, -0.6, 5, 1.1
(40) O=C(COc1ccc(S(=O)(=O)N2CCCC2)cc1Cl)N1CCN(c2ccccc2)CC1
    -9, 6, -17, 1.8, -1.2, -0.4, 0.4, -4, -0.88

Further structures:
Results follow in this order: 5HT1E antag, S1P1 ag pot, 5HT1a antag, S1P3 ag, M1 antagonist, HTR1A agonist, 5HT1E ag, Jurkat tox 60K, M1 ag
(41) COc1cccc(N2CCN(Cc3nc4ccccc4c(=O)[nH]3)CC2)c1
    3, -6, 6, 0.0, 0.92, 1.1, 6.6, -7, 0.58
(42) CCOC(=O)C1CCCN(c2nnnn2-c2ccccc2)C1 (configuration not stated)
    -4, 5, -10, -1.2, 0.36, 0.5, -0.6, -1, -0.02
(43) CCC(c1c(C)[nH]oc1=O)c1c(C)[nH]oc1=O
    3, 3, 18, -0.1, 0.75, -4.5, 0.8, -2, -0.2
(44) Cc1nc2sc3c(c2c(=O)o1)CCC3
    8, -12, 6, -1.2, -0.75, 0.9, 0.0, -2, 0.29
(45) COc1cccc(C2CC(c3ccccc3Cl)n3nc(N)nc3N2)c1 (configuration not stated)
    -7, -16, ., -2.1, -0.45, -3.8, -0.9, ., 0.25
(46) COC(=O)c1cc2ccsc2n1CC(=O)NCC1CCCO1 (configuration not stated)
    3, -8, -14, 0.3, 0.059, -1.7, -0.8, 2, -0.99
(47) CCCN1Cc2cccc(C(=O)NC3CCCC3)c2C1=O
    22, -22, -10, -0.5, 0.61, -1.4, 0.3, 11, -0.15
(48) CCN(CC)S(=O)(=O)c1ccc(NC(=O)c2c(-c3ccccc3)noc2C)cc1
    9, 43, -2, -0.8, -0.75, -0.7, 0.3, 12, 0.24
(49) Cc1nc(SCn2nnc3ccccc3c2=O)c2c(C)c(C)sc2n1
    -1, -22, 9, -2.2, -0.052, -1.8, -0.5, 5, -0.4
(50) CCOC(=O)C1CCCN(C(=O)C2c3ccccc3Oc3ccccc32)C1 (configuration not stated)
    -4, -14, 17, -1.5, 0.68*, -2.6, -0.2, 5, -0.37
(51) O=C(Nc1ccc(N2CCOCC2)cc1)c1ccc(S(=O)(=O)N2CCCCC2)cc1
    -2, 2, -27, -0.6, -0.79, 2.5, -0.4, 2, 0.021
(52) CC(C)(C)c1[nH]nc2c1C(c1cccnc1)C(C#N)=C(N)O2 (configuration not stated)
    -1, -10, -13, -1.4, -4.1*, -0.5, -0.1, -1, -0.24
